Insulin prom up: MIN6 insulin promoter up-regulation; MIN6 insulin promoter-GFP reporter, high-content imaging; hits give high values; z-score at 5 µM; hit rate 0.3% among 190,000; AID 1625;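 active means z-score above 3 at 5 µM with at least 500 cells counted in the well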
b-catenin transl: modulators of beta-catenin nuclear translocation. nuclear translocation activity, % at 5 µM. hit rate 0.3% among 190,000. HeLa beta-catenin nuclear translocation, immunofluorescence imaging. AID 1665;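 active means nuclear translocation activity above 50% at 5 µM, with a well cell count of 50 or more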;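 further: per-cell ratio of nuclear to cytoplasmic median beta-catenin stain intensity; plate controls were DMSO negative control for no effect and GSK-3 inhibitor IX positive control for full effect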
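assay system = human HeLa cells, endogenous beta-catenin | times = compound treatment 24 h, 37°C, 5% CO2 | detection = Anti-beta-catenin immunofluorescence on PFA-fixed, Triton-permeabilized cells, DAPI nuclei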
Autophagy mod: autophagy modulation, high-content screen; MEF GFP-LC3 puncta imaging; test concentration mostly 10 µM; calls only at 10 µM (by protocol); hit rate 0.98% among 190,000; AID 463193;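 active means percentage of spot-positive cells more than 3 SD above its plate mean, without a fluorescence outlier flag or 80% toxicity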;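 further: spot-positive cell cutoff set from DMSO-treated cells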
ER stress rescue: protection against thapsigargin-triggered cell killing – 384-well, CSM14.1, ATP luminescence, primary screen (AID 1222); CSM14.1 thapsigargin-induced death rescue, ATP luminescence; higher % means a stronger effect; one-dose cellular ATP content (survival), % at 20 µM; EC50 in µM for titrated hits; 190,000 tested, under 10 active;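 active means EC50 below 50 µM in the dose-response confirmation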;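 further: death triggered by thapsigargin at about 15 µM added after 2 h compound pretreatment; cell ATP read after overnight thapsigargin exposure of roughly 18 to 22 hours; normalized against plate controls of thapsigargin alone and 5% DMSO vehicle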
Dynein transport: dynein cargo transport inhibition. z-score, hits read low. hit rate 0.47% among 220,000. 3617.4 mouse cells, GR-EGFP nuclear translocation imaging; test concentration mostly 20 µM; stimulated with dexamethasone, 1 µM; hits give low values;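 active means plate z-score of nuclear minus cytoplasmic receptor signal below a set negative limit, without overly bright fluorescence or cell loss, cut at about -3.5 in these data, passing the limit was not always enough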;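 further: z-score of nuclear minus cytoplasmic ring GR-EGFP intensity difference per well; some compounds called inactive have numbers as strong as hits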
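Also added – dexamethasone, 1.0 µM final · Buffer or medium – tet-free, stripped-serum medium · Schedule – induction 48 h, compound 1 h, agonist 30 min · Detection – formaldehyde fixation, Hoechst nuclear stain, 10x automated fluorescence imaging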
Hep lipid drop: modulators of hepatic lipid droplet formation; AML12 mouse hepatocytes, oleate lipid droplets, BODIPY imaging; inhibition, % at 6.5 µM; hit rate 0.4% among 240,000; AID 1656;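 active means lipid droplet intensity inhibited by at least 50%, with more than 500 cells counted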
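Test system: AML12 hepatocytes (mouse); reagent: oleate loading, 100 µM; dosing: one dose, 6.5 µM compound; incubation: overnight exposure; signal: fluorescence imaging, 20x objective, two fields per well; read-out basis: % inhibition of corrected integrated BODIPY droplet signal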
T cell HTS: T cell immune modulators affecting CD8 T cell-vesicle binding. hit rate 0.068% among 330,000. calls only at 7 µM. 2C CD8+ T cell-vesicle binding, flow cytometry; hits give low values;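 active means response, share of CD8 T cells binding vesicles, and their 90th percentile fluorescence all below set limits, cut at about 80% in these data, passing the limit was not always enough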
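Material: murine 2C transgenic CD8+ T lymphocytes / Also added: QL9-peptide-loaded Drosophila micro-vesicles bearing Ld, ICAM-1 and B7-1 / Schedule: binding step 1.5 h, 37 °C, antibody labelling 20 min, ice / Signal: flow cytometry, PE anti-B7-1 (FL2) versus Alexa647 anti-CD8 (FL8), PFA-fixed / Evaluation: percent CD8+ FL2 mean versus row control / Benchmarks: naked versus QL9-loaded vesicles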
Salmonella PhoP GFP: inhibitors of PhoP regulon expression, primary screen, Salmonella Typhimurium, GFP reporter (AID 1863) | S. Typhimurium PhoP-regulated promoter GFP reporter, 4 h; higher % means a stronger effect | one-dose inhibition, % at 50 µM; IC50 in µM for titrated hits | hit rate 0.16% among 300,000;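 active means inhibition over 29.93%, a cutoff 3 SD above the screen mean, later confirmed by dose response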;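 further: 0% = low Mg2+ inducing control and 100% = high Mg2+ repressing control; strong numbers were not always called active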
MT stabilize HCS: stabilizes microtubules in HeLa cells | HeLa tubulin immunostaining HCS, 24 h; share of cells brighter than vehicle mean+2SD | % tubulin-high responders, % at 10 µM | hit rate 0.83% among 200,000;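 active means plate Z-score above 3 for both tubulin-high and condensed-nucleus cell shares, with cell loss under 80%, at 10 µM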;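 further: anti alpha tubulin signal scored within the nucleus-defined area of each cell; some results filed as inactive read as strong as hits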
Dynein transport cytoplasmic EGFP: recorded beside Dynein transport, whose call it bears; z-score; measured here: cytoplasmic GR-EGFP intensity; hits give high values
Dynein transport nuclear GR-EGFP: recorded beside Dynein transport, whose call it bears; z-score; measured here: nuclear GR-EGFP intensity;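 lower value marks the stronger effect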
Dynein transport cell count: recorded beside Dynein transport, whose call it bears; z-score; measured here: cell count per field
Insulin prom up cell count: also measured in Insulin prom up; calls as there; cell count; measured here: cytotoxicity, nuclei count;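 total cells summed across four imaged fields per well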
Hep lipid drop cells 6.5 µM: further read-out of Hep lipid drop, marked with its call; cell count; measured here: cell count, cytotoxicity flag;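 cells counted across two imaged fields per well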
b-catenin transl cell count 5 µM: further read-out of b-catenin transl, marked with its call; cell count; measured here: cell count, cytotoxicity flag
T cell HTS vesicle-bound %: second read-out of T cell HTS, no call of its own (marks repeat the call); double positive events, %; measured here: CD8+ vesicle-bound cell fraction;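 binding gate set so that unloaded-vesicle control wells show 10% double positive cells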
MT stabilize HCS Hoechst-high %: further read-out of MT stabilize HCS, marked with its call; % Hoechst-high responders; measured here: nuclear condensation Hoechst responders;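 share of cells brighter than vehicle mean plus two SD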
MT stabilize HCS cytotoxicity %: also measured in MT stabilize HCS; calls as there; toxicity, %; measured here: cytotoxicity by cell density;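 0% = mean cell density of plate MIN control wells and 100% = no cells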
Autophagy mod cell loss 18 h: also measured in Autophagy mod; calls as there; toxicity, %; measured here: cell loss, nuclei count;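 cell loss after 18 h compound exposure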
An asterisk follows results filed as active; i = inactive; . = not tested or not shown; + = active, no number.

cpd	Structure	Insulin prom up	Insulin prom up cell count	b-catenin transl	b-catenin transl cell count 5 µM	Autophagy mod	Autophagy mod cell loss 18 h	ER stress rescue	Dynein transport	Dynein transport cytoplasmic EGFP	Dynein transport nuclear GR-EGFP
1	C=CCn1c(-c2cccn(Cc3ccc(Cl)cc3Cl)c2=O)n[nH]c1=S	0.42	1700	-0.2	1372	i	6	-1.5%	-0.29	-0.22	-0.33
2	CC(C)(C)c1ccc(OCC(O)CS(=O)(=O)c2ccccn2)cc1 (stereo unspecified)	-0.51	1040	-2.5	908	i	17	-0.2%	-0.54	-0.16	-0.068
3	Nc1ccc(C(=O)c2cccs2)cc1[N+](=O)[O-]	.	.	-0.3	872	i	-1	0.3%	-0.65	-0.27	-0.2
4	O=C(NCc1ccccc1)c1ccco1	0.02	1231	-6.9	1137	i	-5	0.6%	-1.1	3.3	0.052
5	CC(=O)Nc1sc2c(c1C#N)CCCCC2	.	.	-3.1	502	i	-4	-2.7%	0.68	-0.22	0.2
6	CC(C)=NNc1nc(-c2ccccc2)cs1	.	.	0.9	954	i	12	-6.6%	-0.41	-0.2	-0.24
7	C=CCOc1c(/C=N\NC(N)=O)cccc1OC	0.23	1417	-0.4	1167	.	.	.	0.89	-0.27	0.016
8	CCc1cccc(C)c1NC(=O)CCCC(=O)O	-0.17	1257	.	.	i	2	.	0.1	-0.28	0.51

cpd	Dynein transport cell count	Hep lipid drop	Hep lipid drop cells 6.5 µM	T cell HTS	T cell HTS vesicle-bound %	Salmonella PhoP GFP	MT stabilize HCS	MT stabilize HCS Hoechst-high %	MT stabilize HCS cytotoxicity %
1	0.73	.	.	i	18	8%	2.2	1.4	6.8
2	0.2	.	.	i	17	-8%	3.8	3.2	4.7
3	0.84	-7	730	i	37	6%	3.5	3.0	1.6
4	-4	-8	776	i	45	12%	2.9	1.1	1.7
5	-0.086	-3	689	i	47	2%	2.4	1.1	5.6
6	-0.38	25	635	i	43	-2%	2.8	3.1	5.3
7	-0.077	3	731	i	48	-1%	.	.	.
8	-0.16	-4	727	i	48	-8%	4.4	0.1	36

The final 2 entries of the part before come first, to join the parts:
cpd	Structure	Insulin prom up	Insulin prom up cell count	b-catenin transl	b-catenin transl cell count 5 µM	Autophagy mod	Autophagy mod cell loss 18 h	ER stress rescue	Dynein transport	Dynein transport cytoplasmic EGFP	Dynein transport nuclear GR-EGFP
7	C=CCOc1c(/C=N\NC(N)=O)cccc1OC	0.23	1417	-0.4	1167	.	.	.	0.89	-0.27	0.016
8	CCc1cccc(C)c1NC(=O)CCCC(=O)O	-0.17	1257	.	.	i	2	.	0.1	-0.28	0.51
9	Cn1c(N=Nc2ccc(N3CCOCC3)cc2)[n+](C)c2ccccc21	0.23	1307	0.5	1483	i	14	9.1%	-0.097	-0.025	-0.085
10	COc1ccc(-c2[nH]n(-c3ccc([N+](=O)[O-])cc3)c(=O)c2C=NCc2ccc(F)cc2)cc1	-0.15	1296	-1.0	1114	+	21*	-1.2%	0.17	0.52	0.35
11	COc1ccc(S(=O)(=O)N(CCc2ccccc2)CC(=O)N/N=C/c2ccc3c(c2)OCO3)cc1	0.14	1291	-0.8	979	i	-5	-0.6%	0.1	-0.2	0.45
12	CNc1nc(C23CC4CC(CC(C4)C2)C3)cs1	-0.76	1231	-0.3	1097	i	-27	-7.2%	-0.94	-0.24	-0.38
13	FC(F)(F)c1cccc(Nc2nc(N3CCCC3)nc(N3CCCC3)n2)c1	0.13	1389	-0.2	943	i	18	-3.6%	-0.69	-0.32	-0.52
14	COc1ccc(-c2ccc(CCC(=O)O)n2-c2ccc(O)cc2)cc1	0.03	1280	0.9	1071	i	-2	-11%	0.64	-0.29	-0.28
15	COc1cccc(/C=N/NC(=O)CNC(=O)CCc2ccccc2)c1O	0.3	1086	-0.3	1220	.	.	.	0.23	-0.26	0.62
16	CN1C(=S)SC(/[N+]([O-])=C\c2ccccc2F)C1(C)C (stereo unspecified)	0.32	1030	-0.9	1296	.	.	.	-0.49	-0.19	0.089

cpd	Dynein transport cell count	Hep lipid drop	Hep lipid drop cells 6.5 µM	T cell HTS	T cell HTS vesicle-bound %	Salmonella PhoP GFP	MT stabilize HCS	MT stabilize HCS Hoechst-high %	MT stabilize HCS cytotoxicity %
7	-0.077	3	731	i	48	-1%	.	.	.
8	-0.16	-4	727	i	48	-8%	4.4	0.1	36
9	-0.11	-3	651	.	.	7%	4.5	2.0	8.4
10	-0.91	2	539	i	44	-10%	5.8	3.1	2.2
11	-1.2	-54	706	i	38	-4%	2.3	4.5	0.4
12	0.57	20	765	i	18	11%	3.0	2.6	7.8
13	1.4	-5	738	i	59	-3%	1.5	2.1	0.9
14	0.71	14	696	i	35	-4%	2.7	3.5	6.4
15	0.066	-5	721	i	16	-1%	.	.	.
16	0.91	21	676	i	1	-3%	.	.	.

More entries:
cpd	Structure	Insulin prom up	Insulin prom up cell count	b-catenin transl	b-catenin transl cell count 5 µM	Autophagy mod	Autophagy mod cell loss 18 h	ER stress rescue	Dynein transport	Dynein transport cytoplasmic EGFP	Dynein transport nuclear GR-EGFP
17	Cc1ccc(/C=N/N=C2/NC(=O)C(CC(=O)N3CCOCC3)S2)cc1 (stereo unspecified)	-0.39	1508	-1.0	963	i	-2	-0.2%	-1.2	-0.28	-0.26
18	Cc1ccc2nc(SCC(=O)NC3CCCc4ccccc43)[nH]c2c1 (stereo unspecified)	0.69	1561	-1.6	1016	i	-7	-2.2%	-0.92	-0.22	-0.67
19	CC(=O)Nc1ccc(NC(=O)C2CC(=O)N(c3cccc(C)c3C)C2)cc1 (stereo unspecified)	1.1	1413	-2.3	869	i	4	0.6%	-0.75	-0.32	-0.25
20	Cc1cccc(OCCCC(=O)Nc2ccc(S(=O)(=O)Nc3onc(C)c3C)cc2)c1	0.15	1588	-2.6	953	i	-6	1.8%	-0.29	-0.16	0.11
21	S=C(Nc1ccccn1)NC1CCCCC1	0.2	1072	0.1	1308	.	.	.	0.55	-0.13	1.3
22	COc1cc(OC)c2cc(C(=O)N/N=C/c3cccc(OC)c3O)[nH]c2c1	-3.6	617	4.7	1247	.	.	.	0.9	-0.19	0.45
23	COc1ccc(NC(=O)C(c2ccc(OC)cc2)N(C)C(=O)Cc2cccs2)cc1 (stereo unspecified)	0.01	1456	-1.3	1124	i	4	-2.7%	2.2	-0.037	2.6
24	O=C(COc1ccc(Cl)cc1Cl)Nn1c(=S)[nH]c2ncccc2c1=O	0.17	1390	2.5	1125	i	15	0.5%	0.044	-0.18	0.15

cpd	Dynein transport cell count	Hep lipid drop	Hep lipid drop cells 6.5 µM	T cell HTS	T cell HTS vesicle-bound %	Salmonella PhoP GFP	MT stabilize HCS	MT stabilize HCS Hoechst-high %	MT stabilize HCS cytotoxicity %
17	1.2	13	682	i	35	-3%	2.8	1.5	9.3
18	0.33	-12	685	i	38	-8%	9.1	16	27
19	0.12	.	.	i	40	2%	5.3	3.8	4.2
20	-0.22	.	.	i	58	-9%	6.0	3.0	5.1
21	-1.6	4	783	i	18	-10%	.	.	.
22	-1.2	-30	563	i	61	-9%	.	.	.
23	-2.1	-11	554	i	48	-6%	5.9	2.9	6.9
24	-0.25	-3	655	i	50	1%	5.1	1.5	9.1

Next results follow.
cpd	Structure	Insulin prom up	Insulin prom up cell count	b-catenin transl	b-catenin transl cell count 5 µM	Autophagy mod	Autophagy mod cell loss 18 h	ER stress rescue	Dynein transport	Dynein transport cytoplasmic EGFP	Dynein transport nuclear GR-EGFP
25	CCN1CCN(Cc2nc(N)nc(Nc3ccc(C)c(C)c3)n2)CC1	-0.1	1291	-4.0	1276	i	12	-1.7%	0.67	-0.17	0.58
26	CCCN(CCC)C(=O)c1ccc2c(c1)OCO2	.	.	-2.1	1095	i	4	0.2%	2.1	0.1	1.7
27	CC(C)Oc1ccc(C(CC(=O)O)c2ccc(F)cc2)cc1 (stereo unspecified)	0.59	916	-0.4	1303	.	.	.	0.33	-0.23	0.61
28	c1ccc([C@H]2CC3C[C@@H](c4ccccc4)N2O3)cc1	0.71	1584	0.3	1261	i	-12	-0.2%	0.24	0.017	1.1

cpd	Dynein transport cell count	Hep lipid drop	Hep lipid drop cells 6.5 µM	T cell HTS	T cell HTS vesicle-bound %	Salmonella PhoP GFP	MT stabilize HCS	MT stabilize HCS Hoechst-high %	MT stabilize HCS cytotoxicity %
25	-0.56	8	814	i	17	4%	5.7	3.1	3.6
26	-2.1	-3	718	i	39	1%	3.2	1.6	3.1
27	-0.85	7	714	i	18	-6%	.	.	.
28	0.48	.	.	i	47	-3%	2.5	1.5	6.5

Assay outcomes from PubChem.
